FBPA coupling cs: counter-screen for Giardia aldolase inhibitors: coupling enzyme system; 290,000 tested, 0.67% active; coupling enzyme system counterscreen, AmpLite Red fluorescence; activity change, negative = inhibition, % at 58.2 µM, hits read low; in the data active = activity change below about -30%; also: % is scaled to controls: 0 for no effect and ±100 for the full control effect
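First, compound is pin-transferred into glyceraldehyde-3-phosphate coupling-enzyme reagent at 57.5 uM final and held 10 min at RT. Next, substrate, coupling system and AmpLite Red are added. After 20 min RT, fluorescence (525/598 nm) is read.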
ASM inhibitor: inhibitors of human secretory acid sphingomyelinase; 340,000 tested, 0.006% active; placental ASM, HMU-PC fluorogenic substrate, 60 min; Potency, µM (titrated, usually from 57.5 µM), for inactives: top-dose activity change, negative = inhibition, actives largely listed as inhibitors; also: potency is read from the fitted curve at half-maximal effect
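HMU-PC0 cleavage (9 uM final) by human placental ASM, 60 min at 37 °C following 10 min compound exposure at RT; stopped at pH 10, fluorescence Ex 386/Em 447 nm.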
MBNL1-CUG inh: inhibitors of human MBNL1 binding to CUG repeat RNA; TR-FRET MBNL1-His/biotin-(CUG)12 binding, 665/545 ratio; Potency, µM (titrated, usually from 57.5 µM), for inactives: top-dose activity change, negative = inhibition, most hits filed as inhibitors; 280,000 tested, 0.036% active; AID 2675; active = well fitted inhibition curve with a large enough effect in the signal ratio, with a control signal flat, not every such curve was filed as active; inconclusive = small, poorly fitted or top-dose-only effect, or effect the other way, or a change in a side signal; inactive = no such curve, though single readings can be large or run the other way; the % refers to the signal ratio; also: potency is read from the fitted curve at half-maximal effect; % is scaled to controls: 0 for no effect and ±100 for the full control effect
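TR-FRET readout: Ex 340 nm, 665/545 nm emission ratio, normalized to buffer-only (basal) and MBNL1-(CUG)12 controls. Complex of MBNL1-His with Biotin-(CUG)12, compounds 92 nM–58 uM, incubated 60 min at room temperature.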
KCNH2 WT inh: inhibitors of human wildtype KCNH2 potassium channel | activity change, % at 1.84 µM | 340,000 tested, 0.37% active | Q12809 | U2OS, BacMam KCNH2, thallium flux FluxOr; active compounds read low | AID 720551;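 active = maximum activity change below -70%; inconclusive = maximum activity change between -70% and -50%; inactive = maximum activity change above -50%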; also: % is scaled to controls: 0 for no effect and ±100 for the full control effect
Target sequence (Q12809 whole entry, looked up): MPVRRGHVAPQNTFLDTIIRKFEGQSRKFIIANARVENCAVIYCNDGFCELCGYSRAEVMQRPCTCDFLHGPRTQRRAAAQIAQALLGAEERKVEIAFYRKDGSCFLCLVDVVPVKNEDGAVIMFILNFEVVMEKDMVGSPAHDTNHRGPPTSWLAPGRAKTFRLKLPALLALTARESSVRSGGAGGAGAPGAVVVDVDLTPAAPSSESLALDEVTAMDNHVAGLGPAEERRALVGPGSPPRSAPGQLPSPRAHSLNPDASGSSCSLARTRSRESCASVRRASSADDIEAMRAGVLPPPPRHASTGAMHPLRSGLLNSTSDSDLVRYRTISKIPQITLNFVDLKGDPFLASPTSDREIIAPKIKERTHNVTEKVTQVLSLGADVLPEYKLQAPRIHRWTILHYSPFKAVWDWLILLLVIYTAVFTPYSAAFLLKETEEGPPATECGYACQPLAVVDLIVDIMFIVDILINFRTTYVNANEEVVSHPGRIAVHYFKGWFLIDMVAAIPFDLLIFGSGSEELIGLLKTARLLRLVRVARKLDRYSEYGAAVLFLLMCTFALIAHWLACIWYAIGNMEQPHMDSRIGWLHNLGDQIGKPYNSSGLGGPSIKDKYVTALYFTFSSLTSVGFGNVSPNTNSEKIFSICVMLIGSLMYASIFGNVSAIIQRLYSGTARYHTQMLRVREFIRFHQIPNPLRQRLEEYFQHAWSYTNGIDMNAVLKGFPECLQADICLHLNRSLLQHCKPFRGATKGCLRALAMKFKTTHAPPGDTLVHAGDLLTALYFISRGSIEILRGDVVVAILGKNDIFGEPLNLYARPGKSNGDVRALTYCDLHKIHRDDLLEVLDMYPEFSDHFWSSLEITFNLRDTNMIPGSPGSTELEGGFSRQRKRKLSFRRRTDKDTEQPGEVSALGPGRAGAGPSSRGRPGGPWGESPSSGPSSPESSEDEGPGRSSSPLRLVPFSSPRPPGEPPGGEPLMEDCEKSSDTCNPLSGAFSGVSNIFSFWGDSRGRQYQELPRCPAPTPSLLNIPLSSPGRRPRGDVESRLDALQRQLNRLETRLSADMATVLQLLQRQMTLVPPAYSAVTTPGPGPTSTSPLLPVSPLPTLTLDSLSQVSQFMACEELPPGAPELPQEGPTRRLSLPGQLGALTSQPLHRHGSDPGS
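U2OS cells transduced with wild-type KCNH2 virus are loaded with FluxOr dye for 45 min, and thallium flux is measured in kinetic reads before and after stimulation buffer. Rate constants are normalized to DMSO controls.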
a7 integrin act: activates integrin-mediated alleviation for muscular dystrophy | alpha7betagal myoblasts, beta-gal FDG fluorescence, 48 h | Potency, µM (titrated, usually from 38.3 µM), inactives show at the highest dose activation, usual class: activators | 350,000 tested, 0.064% active;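 also: potency is read from the fitted curve at half-maximal effect; 100% = response of the positive control SU9516; nearly all actives have a fitted effect of over 60% in size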
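Alpha7betagal+/- myoblasts (passage 13) were plated 16-24 hr, then exposed to compounds (1:260 dilution of DMSO stock) for 48 hours at 37C. After MPER lysis, β-galactosidase reporter activity was read as FDG fluorescence (ex 480/em 540) after 30 minutes.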
TRPV1 ag: human TRPV1 agonism | Q8NER1 | TRPV1-expressing cells, Fluo-8 calcium influx, agonist mode | activation, % at 8.33 µM | 320,000 tested, 0.19% active; in the data active = activation above about 80%; inconclusive = between about 30% and that limit; also: 0% is about no effect
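Cells expressing TRPV1 were dye-loaded with Fluo-8 and read kinetically: 10 s baseline, 3 min after compound (agonist portion), then 2 min after EC20 capsaicin (allosteric enhancer portion). Calcium-bound dye fluorescence at 480/520 nm.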
GALK inh: galactokinase (human) inhibition | AID 1868 | Purified GALK, Kinase-Glo residual ATP luminescence | 270,000 tested, 0.007% active | Potency, µM (titrated, usually from 57.5 µM), for inactives: top-dose activity change, negative = inhibition, hits mostly inhibitors; also: potency is read from the fitted curve at half-maximal effect; % is scaled to controls: 0 for no effect and ±100 for the full control effect
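Galactose (100 uM) and ATP (35 uM) were turned over by 5 nM GALK for 1 h at RT. Kinase-Glo Plus then converted the remaining ATP into a luminescent signal.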
MLL CXXC-DNA inh: blocks binding of human MLL CXXC domain to DNA. Q03164. MLL-CXXC / FITC-HOXA9 DNA fluorescence polarization. Potency, µM (doses to about 115 µM), for the others: at the top dose activity change, negative = inhibition, most hits filed as inhibitors. 290,000 tested, 0.037% active. AID 2662; active = well fitted inhibition curve with a large enough effect in the polarisation, with a control signal flat, not every such curve was filed as active; inconclusive = small, poorly fitted or top-dose-only effect, or effect the other way, or a change in a side signal; inactive = no such curve, though single readings can be large or run the other way; the % refers to the polarisation; also: potency is read from the fitted curve at half-maximal effect
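Steps: dispense CXXC domain solution (7 uM) → pin compounds or unlabeled HOX-A9 DNA control → 5 min ambient → add FLSN-HOX-A9 solution (50 nM) → spin → 30 min ambient → fluorescence polarization. Tris pH 7.5/NaCl/DTT/BSA buffer.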
A-T KAP1 phos: potential ataxia-telangiectasia treatment; […] A-T fibroblasts, KAP-1 phosphorylation AlphaLISA; neocarzinostatin DNA damage 30 min before lysis; Potency, µM (top dose mostly 57.5 µM), without a hit: at the top dose activation, usual class: activators; 320,000 tested, 0.19% active; AID 485349; also: potency is read from the fitted curve at half-maximal effect; % of control where 0% means no effect; nearly all actives have a fitted effect of over 45% in size
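ATM-like activity read as KAP-1 phosphorylation via AlphaLISA donor/acceptor antibody pairs after lysis and 6 hr at 25C. Cells were ATM-null patient fibroblasts ([…], hTERT), dosed 60 min, then exposed to the DSB inducer NCS for 30 min.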
KCNH2 3.1 inh: KCNH2 3.1 (human) potassium channel inhibition; U2OS KCNH2 3.1, thallium flux FluxOr; active compounds read low; AID 720553; activity change, % (tested at about 1.8 µM); 340,000 tested, 0.95% active;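 active = maximum activity change below -70%; inconclusive = maximum activity change from -70% to -50%; inactive = maximum activity change above -50%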;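 also: thallium influx rate constant from kinetic fluorescence after stimulation buffer; % is scaled to controls: 0 for no effect and ±100 for the full control effect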
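Channel expression came from 3.1 mutant virus (1.77 x 10^8 /mL) applied to suspended U2OS cells for 4 h. Flux was tracked with FluxOr dye plus Red40 quencher, and kinetic rate constants normalized to controls.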
* marks the source's active call; other numbers are inactive results; ? = inconclusive; / = no result given; & = joins results of further samples; [ ] = another dose, or the depositor's remark. Unless noted, calls follow the shape of the dose curve; as a rule, active = well fitted curve in the direction sought with a large enough effect; inconclusive = small, poorly fitted or top-dose-only effect, or another doubt; inactive = no such curve, though single readings can be large; an effect the other way counts as inactive or inconclusive.

1: CC(=O)Nc1ccc(N/C=C(\C=O)c2nc3ccccc3o2)cc1
2: COC(=O)Cn1nc(-c2ccc(C)cc2)c2ccccc2c1=O
3: COC(=O)c1c[nH]c(=O)c2ccccc12
4: Cc1nn2c(=O)c3c4c(sc3nc2n1-c1ccccc1)COC(C)(C)C4
5: CCN1/C(=C/c2cccc[n+]2C)Sc2ccc(OC)cc21
6: Cc1cccc(NC(=O)C2C(C(=O)O)C3C=CC2C32CC2)c1C (stereo not given)
compound no.,1,2,3,4,5,6
FBPA coupling cs,2,1,-1,0,1,-6
ASM inhibitor,85%,2%,31%[activator],3%,-3%,-2%
MBNL1-CUG inh,20%,-12%,14%,-8%,?,-11%
KCNH2 WT inh,6,0,-2,-1,-2,-4
a7 integrin act,19%,-3%,11%,12%,-57%[inhibitor],-6%
TRPV1 ag,2,10,-3,16,0,4
GALK inh,1%,5%,4%,3%,2%,0%
MLL CXXC-DNA inh,8%,9%,-13%,23%,59%[activator],4%
A-T KAP1 phos,-1%,-2%,-5%,5%,-8%,-2%
KCNH2 3.1 inh,7,7,-11,13,-1,-2

7: CC1(C)c2ccccc2-c2nc3ccccc3cc2C1N1CCOCC1 (stereo not given)
8: COc1ccccc1N1CCN(C(=O)c2cccc3c(=O)c(C)c(-c4ccccc4)oc23)CC1
9: COC(=O)CC1=NN(c2nc(C)cc(C)n2)C(=O)C1
10: CC1CCC/C(=N\NC(=O)COc2ccccc2Cl)C1 (stereo not given)
11: CCOC(=O)c1cnc2c(Cl)cccc2c1NCCCN1CCOCC1
12: COc1ccc(CN2CCC(=O)N([C@H](CO)CC(C)C)CC2)cc1
compound no.,7,8,9,10,11,12
FBPA coupling cs,/,6,-7,2,1,4
ASM inhibitor,-7%,-2%,5%,4%,10%,2%
MBNL1-CUG inh,/,1%,7%,-3%,-1%,-7%
KCNH2 WT inh,2,0,-10,-6,-1,-3
a7 integrin act,0%,-21%,16%,7%,-34%,17%
TRPV1 ag,/,14,1,-3,5,3
GALK inh,/,0%,2%,0%,0%,/
MLL CXXC-DNA inh,/,3%,-5%,7%,3%,0%
A-T KAP1 phos,/,1%,-2%,-1%,5%,3%
KCNH2 3.1 inh,-1,-3,-3,6,-5,3

13: CCN(c1ccccc1)S(=O)(=O)c1ccc(OCC(F)(F)F)c(NC(=O)c2ccc(=O)[nH]c2)c1
14: O=c1[nH]cc(CN2CCOCC2)c(=O)[nH]1
15: Cc1cc(C(N)=O)c2cc(Br)ccc2n1
16: COc1ccccc1NC(=S)NNC(=S)Nc1ccc(OC(F)F)cc1
17: CCOC(=O)CSc1nc2ccsc2c(=O)[nH]1
18: Oc1c(Br)cc(Br)cc1C=Nc1ccc2[nH]ncc2c1
compound no.,13,14,15,16,17,18
FBPA coupling cs,/,/,2,1,-2,-13
ASM inhibitor,4%,6%,0%,-1%,0%,?
MBNL1-CUG inh,/,/,3%,-6%,-22%,25%
KCNH2 WT inh,8,-2,-10,-1,-6,-10
a7 integrin act,20%,-30%,11%,?,-12%,-18%
TRPV1 ag,/,/,-1,5,-2,8
GALK inh,/,/,-5%,0%,9%,-5%
MLL CXXC-DNA inh,/,/,3%,-13%,1%,5%
A-T KAP1 phos,/,/,0%,4%,-1%,0%
KCNH2 3.1 inh,-10,-82*,10,-17,-5,3

19: CCOC(=O)CNC(=O)c1cn(CC(C)C)c(=O)c2cc(OC)c(OC)cc12
20: COC(=O)c1sc(NC(=O)CSc2nnnn2-c2ccc(C)cc2C)nc1C
21: CC1(C)C(=O)Nc2ccccc2N1C(=O)COC(=O)c1cc(S(=O)(=O)N2CCOCC2)ccc1F
22: Cc1nc2cc(-c3cccc(F)c3)nn2c(C)c1CCC(=O)NC(C)c1ccc2c(c1)OCCO2 (stereo not given)
23: O=C(NCCNC(=O)c1cc(F)cc(F)c1)c1cc(F)cc(F)c1
24: C/C(CC(=O)Nc1ccc(N(C)C)cc1)=N\NC(=O)c1ccncc1
compound no.,19,20,21,22,23,24
FBPA coupling cs,-2,-2,0,-3,3,-1
ASM inhibitor,5%,-2%,-2%,-7%,4%,-1%
MBNL1-CUG inh,1%,-8%,-6%,17%,-7%,10%
KCNH2 WT inh,6,-7,20,-15,6,-18
a7 integrin act,9%,11%,-11%,-6%,15%,-12%
TRPV1 ag,12,-2,0,1,?,25
GALK inh,0%,4%,8%,/,-1%,5%
MLL CXXC-DNA inh,4%,-2%,-1%,4%,12%,9%
A-T KAP1 phos,-7%,-3%,-15%,10%,16%,-3%
KCNH2 3.1 inh,13,-24,4,-24,17,0

25: COc1cc(F)ccc1CN1CCC(n2nccc2NC(=O)C2CCOC2)CC1 (stereo not given)
26: CCN(c1ccccc1)S(=O)(=O)c1ccc(Cl)c(NC(=O)CN(C)C2CCN(C)CC2)c1
27: CC(=O)Nc1ccc(NC(=O)C(C)OC(=O)c2cccc(S(=O)(=O)N3CCCC3)c2)cc1 (stereo not given)
28: Cn1cnnc1SC1c2cccc3cccc(c23)C1NS(=O)(=O)c1ccc(Cl)cc1 (stereo not given)
29: Cc1ccc(NC(=O)C2CSC3(C)CCC(=O)N23)cc1S(=O)(=O)N1CCCCCC1 (stereo not given)
30: O=C1OC(N2CCN(C/C=C/c3ccccc3)CC2)c2ccccc21 (stereo not given)
compound no.,25,26,27,28,29,30
FBPA coupling cs,-1,-1,/,6,/,2
ASM inhibitor,2%,-1%,1%,-2%,2%,-1%
MBNL1-CUG inh,6%,-4%,/,5%,/,6%
KCNH2 WT inh,3,23,-3,-5,34,-7
a7 integrin act,?,-56%[inhibitor],2%,23%,?,-23%
TRPV1 ag,-4,2,-3,0,4,0
GALK inh,-4%,-2%,/,0%,/,0%
MLL CXXC-DNA inh,10%,4%,/,-2%,/,1%
A-T KAP1 phos,6%,8%,1%,1%,24%,-9%
KCNH2 3.1 inh,-7,14,-5,-31,-5,9

Random excerpt: two records from the list
17: CCOC(=O)CSc1nc2ccsc2c(=O)[nH]1
2: COC(=O)Cn1nc(-c2ccc(C)cc2)c2ccccc2c1=O
compound no.,17,2
FBPA coupling cs,-2,1
ASM inhibitor,0%,2%
MBNL1-CUG inh,-22%,-12%
KCNH2 WT inh,-6,0
a7 integrin act,-12%,-3%
TRPV1 ag,-2,10
GALK inh,9%,5%
MLL CXXC-DNA inh,1%,9%
A-T KAP1 phos,-1%,-2%
KCNH2 3.1 inh,-5,7

The list continues:
31: Nc1nc(=S)c2ncn([C@@H]3O[C@H](CO)[C@@H](O)[C@H]3O)c2[nH]1
32: CC(=O)N(C)c1ccc(N=Cc2c(O)ccc3ccccc23)cc1
33: O=C(N/N=C/c1cccc([N+](=O)[O-])c1)c1cc(-c2ccc3c4c(cccc24)CC3)n[nH]1
34: CC(C)C[C@H](NS(=O)(=O)c1ccc(Br)cc1)C(=O)O
35: CC(=O)c1ccc(-c2cccc(-c3cc(=O)oc4ccc(C(C)(C)C)cc34)c2)cc1
36: COc1cc2c(cc1OC)CN(c1nc(CN3CCOCC3)nc3sc4c(c13)CCC(C)C4)CC2 (stereo not given)
compound no.,31,32,33,34,35,36
FBPA coupling cs,/,-21,1,4,-3,-1
ASM inhibitor,1%,2%,-4%,0%,-11%,-20%
MBNL1-CUG inh,/,?,-12%,-5%,/,0%
KCNH2 WT inh,-13,8,/,-6,21,4
a7 integrin act,/,-2%,8%,10%,-18%,-12%
TRPV1 ag,-3,18,1,0,/,9
GALK inh,/,-6%,0%,2%,/,/
MLL CXXC-DNA inh,/,18%,23%,13%,/,5%
A-T KAP1 phos,6%,5%,-1%,1%,-5%,15%
KCNH2 3.1 inh,7,17,-5,-3,-4,-13

37: COc1cc(OC)cc(C(=O)N[C@H](C(=O)Nc2cccc(S(=O)(=O)N3CCCC3)c2)C(C)C)c1
38: COCCN1C(=O)N[C@@H](c2ccc(Br)cc2)C(C(C)=O)=C1C
39: O=C(N/N=C/c1ccccc1Cl)c1n[nH]c2c1CCCC2
40: COc1ccc(N=Nc2ccc3ccccc3c2)c(O)c1
compound no.,37,38,39,40
FBPA coupling cs,3,2&2,4,1
ASM inhibitor,-5%,/,3%,14%
MBNL1-CUG inh,-8%,-7%,/,-3%
KCNH2 WT inh,19,/,-14,1
a7 integrin act,-21%,/,-9%,-25%
TRPV1 ag,0,1,-7,0
GALK inh,1%,/,1%,-2%
MLL CXXC-DNA inh,14%,10%,3%,2%
A-T KAP1 phos,26%,16%,4%,-1%
KCNH2 3.1 inh,-7,/,15,1

Screens deposited in PubChem by National Center for Advancing Translational Sciences (NCATS).
